Assay outcomes: PubChem, several laboratories
Lipid droplet: inhibitors of hepatocyte lipid droplet formation, primary screen, imaging, high-throughput imaging, BODIPY stain. AML12 mouse hepatocytes, oleate lipid droplets. inhibition, % at 6.5 µM. actives 0.4% (n = 240,000). AID 1656, 2009;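 active means lipid droplet intensity inhibited by at least 50%, with more than 500 cells counted; inconclusive means wells with under 300 cells, treated as cytotoxic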
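Material: mouse AML12 hepatocyte cell line, fixed after treatment; Timing: compound with oleate, overnight; Technique: high-content imaging of BODIPY-stained droplets and DAPI nuclei; Probe or stimulus: oleate, 100 µM final; Dosing: compound at 6.5 µM only.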
UTI89 phage lysis: inhibition of K1F phage lysis, E. coli UTI89, bacterial capsule biogenesis inhibitors, alamar blue (AID 488966) | E. coli UTI89 K1F phage lysis, alamar blue, 2 h; higher % means a stronger effect | one-dose inhibition, % at 100 µM; IC50 in µM for titrated hits | actives 0.02% (n = 340,000);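 active means phage lysis inhibition, versus mean bacterial control, above a set limit; inconclusive means no clear call, values can overlap the other calls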;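 further: capsule biogenesis inhibitors block K1F phage lysis so surviving cells raise fluorescence; higher fluorescence means more inhibition of phage lysis; actives were called in the ten point dose series up to 300 µM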
Myeloid diff 2: induction of myeloid progenitor differentiation, primary screen, cell-based, flow cytometry, MLPCN library; calls only at 10 µM; ER-HoxA9 myeloid progenitors, lysozyme-GFP differentiation; actives 1% (n = 360,000); AID 624256, 2012;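 active means normalized GFP-positive differentiation at or above the plate's own cutoff, the solvent-only control mean plus 3 SD; inconclusive means no clear call, values can overlap the other calls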;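 further: cells exposed to compound for four days before flow analysis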
Lipid droplet cells 6.5 µM: recorded beside Lipid droplet, whose call it bears; cell count; measured here: cell count, cytotoxicity flag;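 cells counted across two imaged fields per well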
Myeloid diff 2 GFP+ MAC1+ %: further read-out of Myeloid diff 2, marked with its call; GFP+ MAC1+ double positive, %; measured here: differentiation confirmed by MAC1 staining
The depositor's hits bear a star; i = inactive; ? = inconclusive; nt = no result given; & = joins results of further samples; [ ] = remark or other dose. These rows are one share of the data; count on the stated rates, not on these rows.

Under each structure: Lipid droplet	Lipid droplet cells 6.5 µM	UTI89 phage lysis	Myeloid diff 2	Myeloid diff 2 GFP+ MAC1+ %
O=C(O)/C=C/C(=O)Nc1ccc(C2(c3ccc(NC(=O)/C=C/C(=O)O)cc3)c3ccccc3-c3ccccc32)cc1
 : 2.1	796	0.0%	i	0.6
CC(C)(C)C(=O)NC1CC2CCCC(C1)N2C(=O)Nc1ccc(Cl)cc1 (stereo unspecified)
 : -3.1	828	-0.9%	i	0.4
COc1ccc(OC)c(CCNC(=O)CN2C(=O)COc3ccc(S(=O)(=O)N4CCOCC4)cc32)c1
 : -3.8	721	i	i	1.9
O=C(CCCCCNC(=O)N1CCn2c1nc1ccccc12)N[C@H](C(=O)O)c1ccccc1
 : 22.0	809	2.1%	i	2.1
CCn1cc(CN2CCC(n3nccc3NC(=O)c3cccc(F)c3)CC2)c(C)n1
 : -12.6	574	0.1%[50 µM]	i	1.1
Cc1ccc(S(=O)(=O)Oc2ccc3ccc(O)cc3c2)cc1
 : -2.9	801	-1.7%	i	0.5
COc1ccccc1CNC(=O)c1sccc1-c1ccccc1
 : -18.6	856	-0.2%	i	2.7
O=C(Nc1ccccc1C(=O)NCCCN1CCOCC1)c1ccc(Cl)cc1
 : 2.0	872	0.4%	i	0.4
O=C(Nc1ccc(Cl)c(Cl)c1)c1ccc2c(c1)OCO2
 : -4.2	833	0.0%	i	0.7
NS(=O)(=O)c1ccc(CNc2ccc3ccccc3n2)cc1
 : 1.0	765	-0.2%	i	0.1
COc1ccc(CCNCc2cc(C)n(-c3ccc(OC)cc3)c2C)cc1
 : -31.7	831	-0.4%	i	0.5
CCOC(=O)c1ccc(NC(=O)c2nc(SC)ncc2Cl)cc1
 : -2.6	860	0.3%	i	0.7
CCOc1ccccc1NC(=O)c1cccc(N2C(=O)CCC2=O)c1
 : -5.3	760	0.1%	i	1.0
Cn1ncc([N+](=O)[O-])c1C(=O)Nc1ccccc1
 : -4.1	775	0.1%	i	0.2
O=C(NC(=S)NCc1ccco1)c1ccc(Br)cc1
 : -3.9	834	-2.0%[50 µM]	i	0.8
COCCC(=O)N1CCC(Oc2ccc(C(=O)NC(C)CCn3cccn3)cc2)CC1 (stereo unspecified)
 : -22.0	653	-0.1%	i	0.5
C#Cc1ccc(CN2CCC(N3CCC(C(=O)NCc4ccccn4)CC3)CC2)cc1
 : -11.2	683	0.1%	i	0.9
Cc1cccc(N(C)S(=O)(=O)c2ccc3c(c2)C(C)(C)C(=O)N3C)c1
 : -12.6	680	-0.8%	i	1.6
Cc1ccc(C)c(S(=O)(=O)N2CCCN(C)CC2)c1
 : 15.3	775	-1.2%	i	3.6
COCCNC(=O)c1c[nH]c2ccc(S(=O)(=O)Nc3ccccc3F)cc2c1=O
 : -2.6	867	-1.8%[50 µM]	i	0.6
CCCC(NC(=O)C(C)NC(=O)CO/N=C1\C=C2CCC3C4CCC(C(C)=O)[C@@]4(C)CCC3[C@@]2(C)CC1)C(=O)O (stereo partly specified)
 : -0.9	782	0.0%[50 µM]	i	0.8
CN1C(=O)/C(=C/c2ccc(OCc3ccc(F)cc3)cc2)N(C)C1=S
 : -9.9	855	0.2%	i	0.2
COc1cccc(-c2coc3cc4oc(=O)c(CCC(=O)O)c(C)c4cc23)c1
 : 12.2	782	1.7%[50 µM]	i	0.6
CCOc1ccc(CNC(=O)Cn2c(=O)c3cccn3c3ccccc32)cc1
 : -7.3	759	0.3%	i	3.3
CCCCn1c(SCC(=O)NC2CC2)nnc1-c1ccncc1
 : -8.5	811	0.6%	i	0.4
O=C(NCc1ccc2c(c1)OCO2)Nc1ccc(Cl)cc1
 : -2.6	855	1.2%[50 µM]	i	1.4
C/C(=N\NS(=O)(=O)c1ccc(Br)cc1)c1ccc2c(c1)OCO2
 : 2.8	756	-0.8%[50 µM]	i	1.1
COc1ccc(CC(NC(C)=O)C(=O)NC2CCN(S(=O)(=O)c3ccc(NC(C)=O)cc3)CC2)cc1 (stereo unspecified)
 : -31.0	725	0.0%	i	0.6
Cc1cccc(-c2nnc(NC(=O)c3ccco3)s2)c1
 : -16.2	834	4.1%	i	1.1
CC(=O)Nc1cccc(NC(=O)c2ccc3c(c2)CCN3S(C)(=O)=O)c1
 : -4.7	800	0.3%	i	0.8
CCc1ccc(NS(=O)(=O)c2cccc3nsnc23)cc1
 : -18.9	709	0.1%	i	0.3
O=S(=O)(NCc1ccccn1)c1ccc2ccccc2c1
 : 19.2	801	0.1%	i	0.4
COc1ccc(S(=O)(=O)N2CCOC2CNC(=O)C(=O)NCc2ccccc2OC)cc1 (stereo unspecified)
 : -1.2	759	0.0%	i	0.3
COc1cccc(CN2CCC(n3nccc3NC(=O)CCOc3ccccc3)CC2)c1
 : 19.9	722	-0.1%	i	1.4
CCOc1ccc(S(=O)(=O)N2CCC(C(=O)N3CCCC3)CC2)cc1C
 : 11.4	833	-0.1%	i	0.3
COc1cccc(CNC(=O)Cn2ccc3cc(S(=O)(=O)N4CCCCCC4)ccc32)c1OC
 : -0.8	778	0.7%	?	nt
Cc1ccc(N2CC(C(=O)Nc3ccccc3N3CCCC3)CC2=O)cc1 (stereo unspecified)
 : 0.4	827	-0.1%	i	1.6
Cc1cc(OC(C)C(=O)Nc2cccnc2)ccc1Cl (stereo unspecified)
 : -3.3	764	0.3%	i	0.2
CCCSCCCNC(=O)c1ccc(NC(=O)C2=CSCCO2)cc1
 : -19.0	684	0.0%	i	0.8
Cc1cc(O)c(S(=O)(=O)c2ccccc2)c(C)c1NS(=O)(=O)c1ccccc1
 : -3.1	858	-0.1%	i	2.8
CC#CCN(Cc1ccco1)C(=O)c1ccc(OC2CCN(Cc3ccccn3)CC2)cc1
 : 5.0	847	-0.1%	i	0.7
COCCN1CC(=O)N2C(c3cccc(C)c3)c3[nH]c4ccccc4c3C[C@H]2C1=O (stereo partly specified)
 : -25.8	796	-0.1%	i	0.2
Cn1ccc(C(=O)NC(=S)Nc2ccc([N+](=O)[O-])cc2O)n1
 : -3.6	687	-0.2%[50 µM]	i	1.3
CC(C)NC(=S)NC(c1ccccc1)(c1ccccc1)c1ccccc1
 : 16.7	902	0.5%	i	0.6
Cc1ccc(-n2nc3ccc(N)cc3n2)cc1Cl
 : 2.6	864	0.1%	i	1.1
COc1ccc(NC(=O)c2cccc(NS(=O)(=O)c3ccccc3)c2)cc1
 : -0.6	792	-0.5%	i	0.4
CCN(C(=O)C1CCCO1)c1ccccc1 (stereo unspecified)
 : 10.3	807	0.1%	i	0.8
COC(=O)c1ccc([C@H]2CC(=O)O2)cc1
 : -0.1	802	-0.4%	i	1.5
Cc1nc2ccc([N+](=O)[O-])cc2c(=O)n1Cc1ccc(F)cc1
 : -5.1	830	4.2%	i	0.7
O=C(NCc1ccco1)C1CCN(S(=O)(=O)c2cccc([N+](=O)[O-])c2)CC1
 : 4.8	814	0.4%	i	0.3
Cc1cc2[nH]c(=O)cc(-c3ccccc3)n2n1
 : 7.6	881	0.0%	i	1.3
COc1ccc(NC(=O)CCc2nnc3ccc(N4CCN(c5cccc(OC)c5)CC4)nn23)cc1
 : -1.7	691	-4.6%	?	nt
COc1ccc2[nH]cc(CCNC(=O)c3ccccc3Cl)c2c1
 : -4.3	810	0.1%	i	0.6
CC(c1nccs1)N(C)C(=O)c1ccc(OC2CCN(CCc3ccccc3)CC2)cc1 (stereo unspecified)
 : -7.3	803	1.5%[50 µM]	i	1.6
CCn1nccc1C(=O)Nc1ccc(C(=O)OC(C)C)cc1
 : 14.5	763	0.4%	i	0.4
CCc1cccc(NC(=O)C2CCN(S(=O)(=O)c3ccc4c(c3)NC(=O)CO4)CC2)c1
 : -4.6	658	0.3%	i	1.3
O=C(c1ccc(S(=O)(=O)Nc2cccc(C(F)(F)F)c2)cc1)N1CCC1
 : 40.6	689	1.0%[50 µM]	i	1.7
O=C(CNC(=O)c1ccccc1F)c1ccccc1
 : -35.5	811	0.4%	i	1.0
O=C(CNC(=O)c1ccccc1F)N/N=C\C=C\c1ccccc1
 : 23.8	699	0.0%	i	1.1
Cc1cc(C)c(OCCCCN2CCNCC2)c(C)c1
 : -9.2	814	0.3%	i	1.1

Other results:
Under each structure: Lipid droplet	Lipid droplet cells 6.5 µM	UTI89 phage lysis	Myeloid diff 2	Myeloid diff 2 GFP+ MAC1+ %
CC1(c2ccc(Cl)cc2)NC(=O)N(CN2CCOCC2)C1=O (stereo unspecified)
 : -1.8	758	0.1%	i	0.7
O=C1c2ccc(Br)cc2C(=O)N1c1ccc(Cl)cn1
 : 0.7	830	-0.5%	i	0.6
O=C(c1ccc2c(c1)OCO2)N(c1ccc(Br)cc1)C1C=CS(=O)(=O)C1 (stereo unspecified)
 : 7.8	857	0.7%[50 µM]	i	1.8
CCOc1cc(S(=O)(=O)NCCCN2CCOCC2)c(C)cc1C
 : -4.6	684	-0.1%	i	0.7
CC1=C[C@@H](C)[C@@H](c2ccc(C(F)(F)F)cc2)OC1=O
 : 7.2	784	0.3%	i	1.1
Cc1ccc(N(CC(=O)NCc2ccco2)C(=O)CNS(=O)(=O)c2ccc(F)cc2)c(C)c1
 : -5.9	751	-0.3%	?	nt
O=C(Nc1nnc(-c2ccccc2)s1)c1ccccc1O
 : -33.7	800	0.0%	i	0.5
CC(=O)Nc1ccc(NC(=O)c2ccc(COc3ccccc3Br)o2)cc1
 : -2.7	844	-0.2%[50 µM]	i	0.2
Cc1cc(C)c[n+](CC(=O)c2ccccc2)c1
 : -0.3	833	2.3%	i	0.4
Cc1nccn1CC1CCc2c(c3ccccc3n2C)C1=O (stereo unspecified)
 : -1.9	759	3.3%&5.0%	i	1.4&2.8
COc1ccc(CCNC(=O)c2cccc3ccccc23)cc1OC
 : -5.9	870	0.1%	i	0.5
COc1ccc([C@@H]2CC(=O)c3c(O)cc(O[C@@H]4O[C@H](CO[C@@H]5O[C@@H](C)[C@H](O)[C@@H](O)[C@H]5O)[C@@H](O)[C@H](O)[C@H]4O)cc3O2)cc1O
 : -7.7	784	-0.7%	i	4.0
CCOc1ncccc1C(=O)N1CCN(S(=O)(=O)c2ccc3ccccc3c2)CC1
 : -7.7	674	1.6%	i	3.2
COCCCNC(=O)c1ccc2c(=O)n(Cc3ccccc3OC)c(=S)[nH]c2c1
 : 4.0	797	0.0%	i	0.8
O=C(O)/C(=C\c1ccco1)NC(=O)c1ccco1
 : -1.7	796	0.1%	i	0.6
CCN1CCN(C(=O)C2CCN(S(=O)(=O)c3ccc4c(c3)NC(=O)C(C)S4)CC2)CC1 (stereo unspecified)
 : -3.4	732	-0.1%	i	1.6
O=C1CSC(c2ccc([N+](=O)[O-])cc2)N1c1ccc(O)cc1 (stereo unspecified)
 : 4.0	834	0.1%	i	0.6
CCOc1ccc(CCNC(=O)Cc2ccc(NC(=O)C3=C(C)OCCS3)cc2)cc1
 : -5.9	694	-0.2%	i	2.7
CS(=O)(=O)c1ccc(-c2nnn(CC(=O)Nc3ccc4c(c3)OCCO4)n2)cc1
 : 31.5	782	0.1%	i	2.2
Cc1ccc(OCC(=O)NCCCNC(=O)c2cccnc2)cc1
 : -8.4	774	0.2%	i	0.5
C=CCN1C(=O)c2ccc(C(=O)N3CCN(S(=O)(=O)c4cccc(Cl)c4)CC3)cc2C1=O
 : 1.7	820	-0.2%	i	1.1
Cc1cc(Br)c(S(=O)(=O)NCc2cccnc2)cc1C
 : 6.8	877	-1.0%	i	0.1
Cc1ccc(/C=C/C(=O)N2CCN(S(=O)(=O)/C=C/c3ccccc3)CC2)o1
 : -16.0	630	0.0%	i	0.6
CCCc1cc(=O)oc2c(CN3CCN(C)CC3)c(O)ccc12
 : 0.2	823	0.1%	i	0.4
Cc1[nH]n(C(N)=S)c(=O)c1N=Nc1ccc(Br)cc1
 : -18.6	653	0.0%	i	0.3
CN(CC(=O)Nc1ccc(Cl)cc1)C(=O)CCc1c[nH]c2ccccc12
 : 0.7	849	0.1%	i	2.2
COc1ccc(S(=O)(=O)N2CCC(C(=O)N[C@H](C(=O)N3CCCC3)C(C)C)CC2)cc1
 : -16.2	629	0.1%	i	3.8
Cc1ccccc1C(=O)NC(=S)Nc1ncccn1
 : -5.8	883	-0.1%	i	0.8
